Source: PubChem
HT1080 cytotoxicity – cytotoxicity in HT1080 fibrosarcoma cells, cell-based, fluorescence readout (AID 620) | 87,000 tested, 0.42% active | HT1080 viability, fluorescence; higher % means a stronger effect | one-dose cytotoxicity, % at 10 µM; EC50 in µM for titrated hits;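 note: cells exposed to compound overnight then 4 h with Alamar Blue; 0% = vehicle DMSO and 100% = killing control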
HPDE-C7K KRASV12 – viability loss of HPDE-C7K cells – cell-based, fluorescence, HTS, primary screen (AID 431). cytotoxicity, % at 10 µM, or EC50 in µM where a hit was titrated. 63,000 tested, 1.7% active. HPDE-C7K KRASV12 cells, Alamar Blue viability, 48 h; higher % means a stronger effect;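 active = compounds whose percent cytotoxicity in the single-dose primary screen, scaled between solvent and toxic-drug controls, exceeds 50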;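 note: 0% = DMSO solvent wells and 100% = doxorubicin-treated wells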
Spn PMK inh – blocks S. pneumoniae phosphomevalonate kinase. purified PMK, PK/LDH-coupled NADH absorbance 340 nm. 65,000 tested, 0.49% active. AID 539. inhibition, % at 10 µM;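 active = top-ranked compounds by inhibition in the single 10 µM screen, taking a fixed number of the strongest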;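 note: 0% = full reaction with DMSO carrier and 100% = background rate without enzyme reaction; no value below 0 was filed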
Alkaline phosphatase – inhibition of tissue-nonspecific alkaline phosphatase – biochemical, luminescent (AID 518). purified TNAP enzyme, luminescent substrate readout; higher % means a stronger effect. inhibition, % at 20 µM; hits with a dose series show IC50 in µM. 64,000 tested, 0.09% active; in the data active = a potency from the dose series; inactive = the rest, 99 in 100 with inhibition below about 22%;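 note: plate controls were vehicle for no effect and reference inhibitor for full effect; many of its hits are not listed in these tables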
MK inhibit – S. pneumoniae mevalonate kinase inhibition. purified MK, PK/LDH-coupled NADH absorbance 340 nm. 65,000 tested, 0.48% active. AID 555. inhibition, % at 10 µM;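 active = ranked among the strongest by inhibition in the single 10 µM screen, a fixed top-ranked set picked for dose follow-up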; note: no value below 0 was filed
LYP phosphatase – inhibition of human PTPN22 tyrosine phosphatase – biochemical, DiFMUP fluorescence, recombinant catalytic domain, 10 µM, primary screen (AID 606); inhibition, % at 10 µM, or IC50 in µM where a hit was titrated; 52,000 tested, under 10 active; recombinant LYP catalytic domain, DiFMUP fluorescence; higher % means a stronger effect;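 active = IC50 under 40 µM in the dose-response test; inactive = IC50 of 40 µM or more, or never dose-tested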
Spn DPM-DC inh – blocks S. pneumoniae diphosphomevalonate decarboxylase | purified DPM-DC, PK/LDH coupled NADH fluorescence | calls only at 10 µM | 65,000 tested, 0.49% active;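 active = the 320 compounds with the highest percent inhibition in the single-dose primary screen, excluding strongly autofluorescent ones, cut at about 32% in these data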;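 note: kinetic rate of NADH fluorescence loss reporting ADP formed by the decarboxylase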
Bfl-1 inhibitors – Bfl-1 inhibitors, primary screen, biochemical, fluorescence polarization, FITC-Bid, mouse (AID 432); FITC-Bid BH3 peptide fluorescence polarization displacement; higher % means a stronger effect; one-dose displacement, % at 20 µM; IC50 in µM for titrated hits; 64,000 tested, 0.02% active; in the data active = a potency from the dose series; inactive = the rest, 99 in 100 with displacement below about 15%; note: strong numbers were not always called active
HPDE-C7 viability – cytotoxicity in HPDE-C7 cells, cell-based, fluorescence, HTS (AID 430) | HPDE-C7 pancreatic duct cells viability, fluorescence; higher % means a stronger effect | cytotoxicity, % at 10 µM; hits with a dose series show EC50 in µM | 63,000 tested, 1.8% active;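 note: cells exposed to compound for 48 hours before viability readout; 0% = vehicle and 100% = reference cytotoxic drug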
Spn PMK inh pilot replicates – further read-out of Spn PMK inh, marked with its call; inhibition, %; measured here: pilot screen replicates
MK inhibit pilot replicates – recorded beside MK inhibit, whose call it bears; inhibition, %; measured here: pilot screen replicates
Spn DPM-DC inh pilot screen % – second read-out of Spn DPM-DC inh, no call of its own (marks repeat the call); inhibition, %; measured here: pilot screen trials
Starred values were filed as active, the others as inactive; i = inactive; nt = no result given. Cut-off read from the data, not from the text of the source, unless noted: active = cytotoxicity above about 50%; inactive = the rest.

SMILES | HT1080 cytotoxicity | HPDE-C7K KRASV12 | Spn PMK inh | Alkaline phosphatase | MK inhibit | LYP phosphatase | Spn DPM-DC inh | Bfl-1 inhibitors | HPDE-C7 viability | others
Nn1c(SC/C=C/c2ccccc2)nnc1-c1ccncc1 | 6% | -25% | 0 | 14% | 1 | 7% | i | -11% | -12%
COc1nc(Nc2ccc3c(c2)OCO3)nc(OC)n1 | -2% | 5% | 12 | 3% | 7 | -2% | i | -6% | -2%
CC1CCCCN1S(=O)(=O)c1ccc2c(c1)CCN2C(=O)C1CCC1 (stereo unspecified) | -8% | -4% | 5 | 6% | 8 | -3% | i | -3% | -20%
O=C(c1cc(-c2ccc(O)cc2)on1)N1CCCc2ccccc21 | 5% | -4% | 4 | 9% | 1 | 4% | i | -6% | -4%
O=C(NCN1CCc2ccccc2C1)c1cnccn1 | 7% | -1% | 11 | 3% | 5 | nt | i | -5% | -5%
Cc1ccc(-n2nnc3c(=O)n(Cc4cccc(C)c4)cnc32)cc1 | -9% | -10% | 5 | 10% | 4 | nt | i | -7% | 0%
CCC(C)(C)NC(=O)C(c1cccn1C)N(Cc1ccccc1)C(=O)Cn1nnc2ccccc21 (stereo unspecified) | -5% | -4% | 15 | 11% | 3 | nt | i | -6% | 4%
O=S1(=O)N=C(SCCO)c2ccccc21 | 6% | -15% | 9 | 15% | 10 | 9% | i | 1% | -5%
CCC(=O)N1CCCc2cc(S(=O)(=O)N3CCC(N4CCCCC4)CC3)ccc21 | 3% | 10% | 8 | 9% | 11 | nt | i | -5% | 5%
OCCNc1ccc(Cl)cc1 | 12% | 16% | 6 | 10% | 10 | -3% | i | -2% | 4%
COc1ccccc1C1C(C(C)=O)=C(O)C(=O)N1CCc1ccccc1 (stereo unspecified) | -1% | 4% | 5 | 10% | 18 | 11% | i | -3% | 4% | Spn PMK inh pilot replicates=1.0;MK inhibit pilot replicates=0.0;Spn DPM-DC inh pilot screen %=5.0
O=C(CCC(=O)N1CCc2ccccc21)N1CCc2ccccc21 | 2% | -10% | 0 | 14% | 4 | -6% | i | -1% | 4%
CC(=O)Nc1sc(C)c(C)c1CN1CCN(S(=O)(=O)c2ccccc2)CC1 | -4% | nt | 13 | 6% | 0 | 8% | i | -6% | nt
Cn1c(=O)oc2cc(S(=O)(=O)NC3CCCc4ccccc43)ccc21 (stereo unspecified) | -5% | -4% | 8 | 4% | 5 | -9% | i | -7% | -10%
COc1ccc(-c2nnc(-c3cccnc3)o2)cc1OC | -3% | -47% | 0 | 19% | 6 | nt | i | -8% | -18%
COc1ccc(-c2nc3n(n2)C(c2cccnc2)C(C(N)=O)=C(C)N3)cc1 (stereo unspecified) | -2% | -1% | 16 | 11% | 0 | 14% | i | -7% | -4%
C[C@H](NC(=O)NCCc1ccccc1)C(=O)O | -3% | -13% | 2 | 15% | 4 | nt | i | 0% | -4%
Nc1cc(-c2ccco2)no1 | 6% | -4% | 11 | 4% | 0 | 11% | i | 4% | -9%
CCOC(=O)N1CCN(C(=O)CSCC(=O)Nc2nc(-c3ccc(Cl)s3)cs2)CC1 | -5% | nt | 15 | nt | 7 | 7% | i | nt | nt
CCOC(=O)c1ccc(NC(=O)C2CCCO2)cc1 (stereo unspecified) | 0% | -6% | 18 | 9% | 6 | 5% | i | -3% | 0%
Cn1c(=O)c2c(nc(CN3CCC(C(N)=O)CC3)n2Cc2c(F)cccc2Cl)n(C)c1=O | 14% | 2% | 2 | 7% | 7 | 4% | i | -6% | -8%
CCOC(=O)C1CCCN(S(=O)(=O)c2ccc(Br)s2)C1 (stereo unspecified) | 2% | -2% | 5 | 6% | 7 | 0% | i | -2% | -6%
CCCCN1C2=NCCCN2c2cc(C)c(C)cc21 | 12% | -6% | 13 | 1% | 2 | 11% | i | -6% | -4%
Cc1noc(C)c1COC(=O)c1ccc2c(c1)OCO2 | -6% | -15% | 6 | 5% | 2 | 2% | i | 6% | -9%
CCOC(=O)c1sc(NC(=O)c2c(C)noc2C)c(C(=O)OCC)c1C | -5% | -1% | 7 | 6% | 6 | 0% | i | -3% | 11%
Cc1cccc(OCCSc2cc(C)nc(N)n2)c1 | 2% | -12% | 6 | -7% | 11 | 4% | i | 5% | -3%
CCCC(c1nnnn1Cc1ccc(F)cc1)N1CCN(C2CCCCC2)CC1 (stereo unspecified) | -25% | 11% | 0 | 13% | 8 | nt | i | -5% | 11%
CC1CCCN(S(=O)(=O)c2ccc(NC(=O)CN3CCN(C)CC3)cc2)C1 (stereo unspecified) | -6% | -12% | 8 | 5% | 4 | 8% | i | -3% | -6%
CCOCCn1c(CN2CCN(c3ccc(OC)cc3)CC2)nc2c1c(=O)n(C)c(=O)n2C | -5% | nt | 14 | nt | 14 | 1% | i | nt | nt
Cc1ccc(-n2ncc3c(=O)[nH]c(SCC(=O)N4CCCCC4)nc32)cc1 | -6% | 4% | 0 | 18% | 5 | -15% | i | 3% | -10%
c1ccc(-n2nnnc2N2CCOCC2)cc1 | 0% | 0% | 9 | 6% | 2 | 16% | i | 0% | 2%
CCC(=O)Nc1c(C)cc(C)cc1Cl | -1% | -6% | 18 | 12% | 8 | 5% | i | -2% | -9%
CC(=O)N(c1ccc(Cl)cc1)c1c[nH]c2ccccc12 | 3% | 12% | 4 | 13% | 12 | -3% | i | 6% | 15%
CCSc1nnc(NC(=O)c2nc(-c3ccccc3)n(-c3ccccc3)n2)s1 | -6% | 2% | 22 | 6% | 3 | 2% | i | -5% | 7%
Cc1cc(CN2CCOCC2)c(O)c(C2(C)CCCCC2)c1 | -10% | -16% | 0 | 11% | 4 | -1% | i | -9% | -27%
COc1ccc(C2C(C(=O)c3cccs3)=C(O)C(=O)N2c2nnc(C)s2)cc1OC (stereo unspecified) | 2% | 5% | 15 | 0% | 3 | 16% | i | 115% | 0%
COc1ccccc1C(=O)NCCc1nc2ccccc2[nH]1 | -23% | nt | 6 | 11% | 12 | 6% | i | 3% | nt
CC(C)c1ccccc1N=C1SCCN1C1CCS(=O)(=O)C1 (stereo unspecified) | -1% | -15% | 18 | 7% | 0 | 1% | i | -2% | -15%
Cc1c(C(=O)Nc2cnccn2)oc2ccccc12 | 12% | -4% | 8 | 0% | 8 | 5% | i | -7% | 6% | Spn PMK inh pilot replicates=0.0;MK inhibit pilot replicates=0.0;Spn DPM-DC inh pilot screen %=1.5
O=C1CCCC2=C1C(c1cccs1)n1nc(SCc3ccccc3)nc1N2 (stereo unspecified) | -11% | 4% | 0 | 5% | 9 | -9% | i | -4% | 1%
O=C(CC(c1ccccc1)c1ccccc1)NCCO | -2% | 8% | 9 | 8% | 7 | -1% | i | 1% | -4%
Cc1nnc(SCC(=O)N2CCOCC2)c2ccccc12 | 4% | -7% | 0 | 11% | 6 | 0% | i | 2% | -13%
O=C(N1CCOCC1)C12CCC3CC(CC(C3)C1)C2 | 0% | 3% | 11 | 2% | 0 | nt | i | 8% | -3%
CCCn1c(=O)c(C(=O)Nc2ccccc2C(=O)OCC)c(O)c2ccccc21 | 9% | -19% | 7 | 12% | 9 | nt | i | 6% | -22%
COc1cccc(C(=O)/C=C/Nc2cc(C)ccc2O)c1 | 11% | 69%* | 3 | 5% | 0 | 4% | i | -4% | 65%*

A draw from above in order of number of heavy atoms, highest first.
SMILES | HT1080 cytotoxicity | HPDE-C7K KRASV12 | Spn PMK inh | Alkaline phosphatase | MK inhibit | LYP phosphatase | Spn DPM-DC inh | Bfl-1 inhibitors | HPDE-C7 viability | others
COc1ccc(C2C(C(=O)c3cccs3)=C(O)C(=O)N2c2nnc(C)s2)cc1OC (stereo unspecified) | 2% | 5% | 15 | 0% | 3 | 16% | i | 115% | 0%
CCCn1c(=O)c(C(=O)Nc2ccccc2C(=O)OCC)c(O)c2ccccc21 | 9% | -19% | 7 | 12% | 9 | nt | i | 6% | -22%
CCSc1nnc(NC(=O)c2nc(-c3ccccc3)n(-c3ccccc3)n2)s1 | -6% | 2% | 22 | 6% | 3 | 2% | i | -5% | 7%
O=C1CCCC2=C1C(c1cccs1)n1nc(SCc3ccccc3)nc1N2 (stereo unspecified) | -11% | 4% | 0 | 5% | 9 | -9% | i | -4% | 1%
COc1ccccc1C(=O)NCCc1nc2ccccc2[nH]1 | -23% | nt | 6 | 11% | 12 | 6% | i | 3% | nt
COc1cccc(C(=O)/C=C/Nc2cc(C)ccc2O)c1 | 11% | 69%* | 3 | 5% | 0 | 4% | i | -4% | 65%*
O=C(CC(c1ccccc1)c1ccccc1)NCCO | -2% | 8% | 9 | 8% | 7 | -1% | i | 1% | -4%
O=C(N1CCOCC1)C12CCC3CC(CC(C3)C1)C2 | 0% | 3% | 11 | 2% | 0 | nt | i | 8% | -3%
c1ccc(-n2nnnc2N2CCOCC2)cc1 | 0% | 0% | 9 | 6% | 2 | 16% | i | 0% | 2%
CCC(=O)Nc1c(C)cc(C)cc1Cl | -1% | -6% | 18 | 12% | 8 | 5% | i | -2% | -9%

The main list resumes, starting 2 compounds before the break.
SMILES | HT1080 cytotoxicity | HPDE-C7K KRASV12 | Spn PMK inh | Alkaline phosphatase | MK inhibit | LYP phosphatase | Spn DPM-DC inh | Bfl-1 inhibitors | HPDE-C7 viability | others
CCCn1c(=O)c(C(=O)Nc2ccccc2C(=O)OCC)c(O)c2ccccc21 | 9% | -19% | 7 | 12% | 9 | nt | i | 6% | -22%
COc1cccc(C(=O)/C=C/Nc2cc(C)ccc2O)c1 | 11% | 69%* | 3 | 5% | 0 | 4% | i | -4% | 65%*
COc1cccc(C(C#N)N2CCCCC2)c1O (stereo unspecified) | -6% | 9% | 9 | 11% | 8 | 1% | i | -3% | 13%
CCOc1ccc(S(=O)(=O)N2CCN(c3ccc(OC)cc3)CC2)c2cccnc12 | 1% | 12% | 4 | 9% | 0 | nt | i | 3% | 13%
O=C(NCc1ccco1)Oc1ccccc1 | 2% | -18% | 0 | 12% | 13 | 6% | i | 2% | -24%
COc1ccccc1Nc1nnc(SCC(=O)N2CCCC2=O)s1 | -6% | 4% | 19 | 7% | 0 | 14% | i | -10% | -1%
CCSc1nc2ccccc2n1CC(N)=O | 4% | -2% | 1 | 12% | 11 | -23% | i | -5% | -19% | Spn PMK inh pilot replicates=3.0;MK inhibit pilot replicates=0.5;Spn DPM-DC inh pilot screen %=1.5
CC(=O)NC1=NC(=O)/C(=C/N2CCOCC2)S1 | 5% | 1% | 3 | 8% | 5 | 14% | i | -4% | 5%
CCOC(=O)c1c(C)[nH]c(C)c1-c1ccccc1OC | 4% | -3% | 8 | 0% | 1 | nt | i | -3% | -4%
